Source: PubChem
CHT inh: inhibits the human high affinity choline transporter. Q9GZV3. CHT-expressing cells, membrane potential dye, choline response; stronger effect = lower value. B-score at 10 µM. 310,000 tested, 0.86% active;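 active = B-score over 3 SD under the library average, and starting fluorescence ratio not unusually high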;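 also: choline stimulus applied at its EC90 after an EC20 pre-addition; B-score computed on integrated fluorescence ratio after choline addition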
Target sequence (Q9GZV3 whole entry, looked up): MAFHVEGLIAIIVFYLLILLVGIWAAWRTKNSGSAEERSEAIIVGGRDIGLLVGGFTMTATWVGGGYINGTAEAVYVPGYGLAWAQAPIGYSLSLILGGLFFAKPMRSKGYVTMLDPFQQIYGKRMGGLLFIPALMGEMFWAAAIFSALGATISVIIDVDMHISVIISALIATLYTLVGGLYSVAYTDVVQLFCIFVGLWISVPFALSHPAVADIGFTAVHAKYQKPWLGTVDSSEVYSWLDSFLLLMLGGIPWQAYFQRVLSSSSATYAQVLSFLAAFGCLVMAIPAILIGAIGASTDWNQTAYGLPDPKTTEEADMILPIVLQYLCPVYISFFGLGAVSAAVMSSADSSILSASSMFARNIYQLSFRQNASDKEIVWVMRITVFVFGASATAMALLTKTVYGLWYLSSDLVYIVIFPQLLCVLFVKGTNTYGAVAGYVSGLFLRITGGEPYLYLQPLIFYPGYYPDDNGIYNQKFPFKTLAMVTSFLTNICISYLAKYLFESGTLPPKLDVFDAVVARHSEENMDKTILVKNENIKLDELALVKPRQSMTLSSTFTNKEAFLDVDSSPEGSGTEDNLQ
KCNQ2 inh: KCNQ2 potassium channel inhibitors, primary screen, cell-based, CHO-K1, FluxOR thallium flux, B-score (AID 2156) | O88943 | 20 min; stronger effect = lower value | B-score at 10 µM | 310,000 tested, 1.1% active;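 active = fluorescence ratio B-score at most minus 3 library SDs, with starting brightness B-score within 2 library SDs, cut at about -5.5 in these data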
The depositor's hits bear a star.

Screening CC(=O)Nc1ccc(S(=O)(=O)NCC(=O)NCCCc2ccccc2)cc1 returned CHT inh inactive and KCNQ2 inh inactive.
`O=C(COC(=O)c1ccccc1-c1nc2ccccc2s1)Nc1ccccc1C(F)(F)F` gave CHT inh inactive and KCNQ2 inh inactive.
`Cc1noc(C)c1CSc1nc2ccccc2n1C` gave CHT inh inactive and KCNQ2 inh inactive.
CCCCSc1nc(C)c(C(C)=O)cc1C#N was read as CHT inh inactive and KCNQ2 inh inactive.
For COc1cc(C(=O)OCC(=O)Nc2ccc(C)cc2)cc(OC)c1OC the results were CHT inh inactive and KCNQ2 inh inactive.
CN(Cc1ccccc1)S(=O)(=O)c1ccc2c(c1)NC(=O)CC(=O)N2 was read as CHT inh inactive and KCNQ2 inh inactive.
Cc1ccc(NC(=O)[C@@]2(CC(=O)O)CC(/C=C/c3ccccc3)=NO2)c(C)c1 was read as CHT inh inactive and KCNQ2 inh inactive.
Screening CC(C)C(NC(=O)c1ccccc1)C(=O)OCc1cc([N+](=O)[O-])cc2c1OCOC2 (configuration not stated) returned CHT inh inactive and KCNQ2 inh inactive.
Screening O=C(CN1C(=O)c2cccc3cccc(c23)C1=O)NCCCO returned CHT inh inactive and KCNQ2 inh inactive.
O=C(O)CN1C(=O)C2C3CC(C2C1=O)C1C(c2ccccc2)c2sc(=O)[nH]c2SC31 (configuration not stated) was read as CHT inh inactive and KCNQ2 inh inactive.
Cc1ccc(CCNC(=O)CCS(=O)(=O)c2cc3c(cc2C)NC(=O)CO3)cc1 was read as CHT inh inactive and KCNQ2 inh inactive.
Screening CC1(c2ccc(OC(F)F)cc2)NC(=O)N(CC(=O)Nc2ccc(N3CCCCC3)cc2)C1=O (configuration not stated) returned CHT inh inactive and KCNQ2 inh inactive.
`CCN(CC)S(=O)(=O)c1cc([N+](=O)[O-])ccc1NNC(=O)Nc1ccc(Cl)c(Cl)c1` gave CHT inh inactive and KCNQ2 inh inactive.
COc1ccccc1N1CCN(CCCNC(=O)C2CCCN(c3ncnc4c3nc3n4CCCCC3)C2)CC1 (configuration not stated) was read as CHT inh inactive and KCNQ2 inh inactive.
Screening CCO[C@H]1OC(C(=O)NCc2ccccc2)=C[C@@H](c2ccc(C(F)(F)F)cc2)[C@@H]1CCCO returned CHT inh inactive and KCNQ2 inh inactive.
`Cc1ccccc1-c1nc(CS(=O)CC(=O)NCc2ccccn2)c(C)o1` (configuration not stated) gave CHT inh inactive and KCNQ2 inh inactive.
`O=C(Nc1nnc(Cc2ccccc2)s1)C1CCN(C(=O)c2ccco2)CC1` gave CHT inh inactive and KCNQ2 inh inactive.
CCc1noc(C)c1C(=O)Nc1nc(-c2ccc(OC)cc2)cs1 was read as CHT inh inactive and KCNQ2 inh inactive.
For COc1cc(NC(=O)COC(=O)CSc2cc(C)ccc2C)c(C)cc1[N+](=O)[O-] the results were CHT inh inactive and KCNQ2 inh inactive.
`COc1ccccc1CCNC(=O)COc1cccc2c1OC(C)(C)C2` gave CHT inh inactive and KCNQ2 inh inactive.
COc1ccc(C(=O)Nc2ccc(S(=O)(=O)N3CCCC3)cc2)cc1[N+](=O)[O-] was read as CHT inh inactive and KCNQ2 inh inactive.
COc1ccccc1CN(Cc1ccco1)S(=O)(=O)c1ccc(-n2cnnn2)c(OC)c1 was read as CHT inh inactive and KCNQ2 inh inactive.
Screening CN1CCN(C2CCN(c3cccc(Cl)c3)CC2)CC1CCO (configuration not stated) returned CHT inh inactive and KCNQ2 inh inactive.
CCCCCCC1CCC(C(=O)NC(CCSC)C(=O)NC(C(=O)OC)C(C)C)CC1 (configuration not stated) was read as CHT inh inactive and KCNQ2 inh inactive.
Screening CC(=O)Nc1ccc(Sc2ncnc3scc(-c4ccccc4)c23)cc1 returned CHT inh inactive and KCNQ2 inh inactive.
For CSc1ccc(CN(C)CC(=O)Nc2ccc(NC(C)=O)cc2)cc1 the results were CHT inh inactive and KCNQ2 inh inactive.
For CCCC(C(=O)NC(C)(C)CC)N(Cc1ccco1)C(=O)CNS(=O)(=O)c1ccccc1 (configuration not stated) the results were CHT inh inactive and KCNQ2 inh inactive.
CCc1ccc(NS(=O)(=O)c2ccc3oc(=O)ccc3c2)cc1 was read as CHT inh inactive and KCNQ2 inh inactive.
Screening COc1ccc(C)cc1S(=O)(=O)Nc1ccncc1 returned CHT inh inactive and KCNQ2 inh inactive.
COc1ccc(C2(CNC(=O)Cc3ccc(OC)c(OC)c3)CCCC2)cc1 was read as CHT inh inactive and KCNQ2 inh inactive.

Reprinted from above, three compounds:
Screening CC(=O)Nc1ccc(S(=O)(=O)NCC(=O)NCCCc2ccccc2)cc1 returned CHT inh inactive and KCNQ2 inh inactive.
`O=C(COC(=O)c1ccccc1-c1nc2ccccc2s1)Nc1ccccc1C(F)(F)F` gave CHT inh inactive and KCNQ2 inh inactive.
`Cc1noc(C)c1CSc1nc2ccccc2n1C` gave CHT inh inactive and KCNQ2 inh inactive.

Next part:
For CCCCSCCCNC(=O)CS(=O)Cc1nc(-c2cccc(C)c2)oc1C (configuration not stated) the results were CHT inh inactive and KCNQ2 inh inactive.
Cc1cc(C(C)(C)C)oc1C(=O)N(CC(=O)NC1CCCC1)c1cccc(C(F)(F)F)c1 was read as CHT inh inactive and KCNQ2 inh inactive.
`COc1ccc(N=Nc2nc3ccc(Br)cc3n2C)cc1` gave CHT inh inactive and KCNQ2 inh inactive.
`COC(=O)CCC(=O)N1CCCC(CNS(=O)(=O)c2ccc(OC)cc2)C1` (configuration not stated) gave CHT inh inactive and KCNQ2 inh inactive.
Oc1ccccc1Nc1nc(NCc2ccco2)c2ccccc2n1 was read as CHT inh inactive and KCNQ2 inh inactive.
`N#Cc1ccc(Oc2nc(C(N)=O)cc(-c3ccccc3)n2)cc1` gave CHT inh inactive and KCNQ2 inh inactive.
CCc1nnc(NC(=O)CSc2nc3c([nH]c4ccccc43)c(=O)n2CCOC)s1 was read as CHT inh inactive and KCNQ2 inh inactive.
`COC(=O)CNC(c1ccccc1)c1cc(Br)ccc1NC(=O)CNC(=O)OCc1ccccc1` (configuration not stated) gave CHT inh inactive and KCNQ2 inh inactive.
`COc1cc(CNCCN(C)C)ccc1OCc1c(F)cccc1Cl` gave CHT inh inactive and KCNQ2 inh inactive.
Screening COc1cccc(NC(=S)/C(=C(\[O-])c2ccc(C)c([N+](=O)[O-])c2)[n+]2ccccc2)c1 returned CHT inh inactive and KCNQ2 inh inactive.
Screening COc1ccc(-c2cc(C(F)(F)F)c(C#N)c(SCC(=O)Nc3nc(C)co3)n2)cc1 returned CHT inh inactive and KCNQ2 inh inactive.
For CC(/C=N/Nc1nc(C)cc(=O)[nH]1)=C\c1ccccc1 the results were CHT inh inactive and KCNQ2 inh inactive.
Screening Fc1ccc(CSc2nnc3ccc(-c4ccncc4)nn23)cc1 returned CHT inh inactive and KCNQ2 inh inactive.
O=C(CCCN1C(=O)c2ccccc2C1=O)N1CCN(c2ccccn2)CC1 was read as CHT inh inactive and KCNQ2 inh inactive.
`COc1cc(/C=N\NC(=O)c2ccc(Cn3nc([N+](=O)[O-])c(Cl)c3C)o2)ccc1O` gave CHT inh inactive and KCNQ2 inh inactive.
For CCn1c(COc2ccc3c(c2)CCCC3)nnc1SCC(=O)Nc1ccc(C(=O)OC)cc1 the results were CHT inh inactive and KCNQ2 inh inactive.
`Cc1cc(OCC(C)C)ccc1/C(O)=C1/C(=O)C(=O)N(Cc2cccnc2)C1c1ccncc1` (configuration not stated) gave CHT inh inactive and KCNQ2 inh inactive.
COc1ccccc1/C=C/C=N/N1CCN(Cc2ccc(Cl)cc2)CC1 was read as CHT inh inactive and KCNQ2 inh inactive.
Oc1ccc(Oc2ccc(Oc3ccc(O)cc3)cc2)cc1 was read as CHT inh inactive and KCNQ2 inh inactive.
Screening Cc1cccc(NC2=C(Cl)C(=O)OC2NC(=O)c2ccccc2)c1 (configuration not stated) returned CHT inh inactive and KCNQ2 inh inactive.
Screening Cc1ccc(Cl)cc1S(=O)(=O)N1CCC(C(=O)NC2CCN(Cc3ccccc3)CC2)CC1 returned CHT inh inactive and KCNQ2 inh inactive.
COc1ccc(-c2nnc(NC(=O)CSc3ccc(C)cc3)s2)cc1OC was read as CHT inh inactive and KCNQ2 inh inactive.
Screening COc1ccc(C(=O)Nc2ccc(S(=O)(=O)N3CCCCC3C)cc2)c(OC)c1OC (configuration not stated) returned CHT inh inactive and KCNQ2 inh inactive.
Screening O=C(CN1CCN(Cc2ccc(F)cc2Cl)C1=O)NCc1cccs1 returned CHT inh inactive and KCNQ2 inh inactive.
Screening O=C(NCCSc1ccc(Cl)cc1)c1ccc(CN2CCOCC2)cc1 returned CHT inh inactive and KCNQ2 inh inactive.
CN1CCN(NC(=O)Nc2cccc(Cl)c2Cl)CC1 was read as CHT inh inactive and KCNQ2 inh inactive.
Screening O=S1(=O)NC(=NCCOCCO)c2ccccc21 returned CHT inh inactive and KCNQ2 inh inactive.
For C=CCn1cc(C(=O)NCCCOC)c(=O)c2cc(S(=O)(=O)N(CC)CC)ccc21 the results were CHT inh inactive and KCNQ2 inh inactive.
Screening COC(=O)C(NC(C)=O)(Nc1ccc(Br)cc1)C(=O)OC returned CHT inh inactive and KCNQ2 inh inactive.
For O=C(Nc1ccc2c(c1)OCO2)N1CCN(c2ccc(F)cc2)CC1 the results were CHT inh inactive and KCNQ2 inh inactive.

4 compounds drawn at random from those above, as already listed:
Screening O=C(NCCSc1ccc(Cl)cc1)c1ccc(CN2CCOCC2)cc1 returned CHT inh inactive and KCNQ2 inh inactive.
Screening COC(=O)C(NC(C)=O)(Nc1ccc(Br)cc1)C(=O)OC returned CHT inh inactive and KCNQ2 inh inactive.
Screening Cc1cccc(NC2=C(Cl)C(=O)OC2NC(=O)c2ccccc2)c1 (configuration not stated) returned CHT inh inactive and KCNQ2 inh inactive.
`Cc1cc(OCC(C)C)ccc1/C(O)=C1/C(=O)C(=O)N(Cc2cccnc2)C1c1ccncc1` (configuration not stated) gave CHT inh inactive and KCNQ2 inh inactive.

(more compounds)
For O=C(O)CSC(=S)N1CCCC1 the results were CHT inh inactive and KCNQ2 inh inactive.
OCCN1CCN(CC#CCC(c2ccccc2)c2ccccc2)CC1 was read as CHT inh inactive and KCNQ2 inh inactive.
For COc1ccccc1N1C(=O)CC(N2CCN(c3ccc([N+](=O)[O-])cc3)CC2)C1=O (configuration not stated) the results were CHT inh inactive and KCNQ2 inh inactive.
`Cc1ccc(S(=O)(=O)N2CCOCC2)cc1NC(=O)CSc1ccc(Cl)cc1` gave CHT inh inactive and KCNQ2 inh inactive.
COc1cc(NC2c3ccccc3C(=O)N2Cc2ccccc2Cl)cc(OC)c1 (configuration not stated) was read as CHT inh inactive and KCNQ2 inh inactive.
Screening COC(=O)c1ccc(NC(=O)CN(c2ccc3c(c2)OCO3)S(C)(=O)=O)cc1 returned CHT inh inactive and KCNQ2 inh inactive.
O=C(COC(=O)C1(c2ccc(Cl)cc2)CCCC1)Nc1ncc(C(F)(F)F)cc1Cl was read as CHT inh inactive and KCNQ2 inh inactive.
Screening COc1ccc(CCCC(=O)N/N=C/c2cccc(OC)c2O)cc1C returned CHT inh inactive and KCNQ2 inh inactive.
Screening CN(C)c1ccc(/C=N/NC(=O)CCCO)cc1 returned CHT inh inactive and KCNQ2 inh inactive.
For CCN1CCN(c2nc3c(c(=O)n(C)c(=O)n3C)n2CCSc2ncccn2)CC1 the results were CHT inh -7.5* and KCNQ2 inh inactive.
For COc1ccc(Nc2nc(-c3cccs3)nc3ccccc23)c(OC)c1 the results were CHT inh inactive and KCNQ2 inh inactive.
CC1CN(C(=S)NC(=O)C2CCCCC2)CC(C)O1 (configuration not stated) was read as CHT inh inactive and KCNQ2 inh inactive.
For CC(=O)C(C)n1c(CN2CCN(C(=O)c3ccco3)CC2)nc2c1c(=O)n(C)c(=O)n2C (configuration not stated) the results were CHT inh inactive and KCNQ2 inh inactive.
Cc1ccc2nc(N/C(N)=N/S(=O)(=O)c3ccc([N+](=O)[O-])cc3)nc(C)c2c1 was read as CHT inh inactive and KCNQ2 inh inactive.
`Cc1nn(C)c(C)c1CN(Cc1nc(CCC(C)C)no1)C(C)C` gave CHT inh inactive and KCNQ2 inh inactive.
`COc1ccccc1N(CC(=O)NC1CCCCC1)C(=O)Cn1nnc(-c2ccc(C)o2)n1` gave KCNQ2 inh inactive.
For COc1ccc(NC(=S)NC(=O)C2CCCCC2)cc1 the results were CHT inh inactive and KCNQ2 inh inactive.
COc1ccc(S(=O)(=O)N2CCOCC2)cc1C(=O)Nc1nc2ccccc2s1 was read as CHT inh inactive and KCNQ2 inh inactive.
Screening Cc1cc(NC(=O)CSc2nc(C(C)C)nc3sc(C)c(C)c23)no1 returned CHT inh inactive and KCNQ2 inh inactive.
COc1ccc(CCN2C(=O)N(c3ccc(OC)cc3)C(=O)C2CC(=O)Nc2ccc(OC)cc2)cc1 (configuration not stated) was read as CHT inh inactive and KCNQ2 inh inactive.
For Cc1cnc(=O)[nH]c1SCC(=O)c1ccc(F)cc1 the results were CHT inh inactive and KCNQ2 inh inactive.
Screening Cc1ccc(C(=O)Nc2ccc(N3CCN(S(C)(=O)=O)CC3)cc2)cc1C returned CHT inh inactive and KCNQ2 inh inactive.
For COc1ccc(NC(=O)CSc2nnc3n2CCCCC3)cc1 the results were CHT inh inactive and KCNQ2 inh inactive.
`CCCn1cc(CN2CCC(n3nccc3NC(=O)c3ccc4c(c3)OCO4)CC2)c(C)n1` gave CHT inh inactive and KCNQ2 inh inactive.
`Cc1c(NC(=O)CCC(=O)N2CCOCC2)c(=O)n(-c2ccccc2)n1C` gave CHT inh inactive and KCNQ2 inh inactive.
CCc1nc2ccccc2n(CC)c1=O was read as CHT inh inactive and KCNQ2 inh inactive.
Screening O=S(=O)(Cc1ncc(C(F)(F)F)cc1Cl)c1ccccc1 returned CHT inh inactive and KCNQ2 inh inactive.
Screening C(=C/c1nccc2c1[nH]c1ccccc12)/c1ccc2c(c1)OCO2 returned KCNQ2 inh inactive.
